Compound activity as filed in PubChem BioAssay.
sdo1 growth: compounds rescuing growth of sdo1-depleted yeast, bone marrow failure model. S. cerevisiae sdo1-depleted JHY4D growth rescue, OD600 30 h; hits give high values; pdr5 snq2 efflux-pump mutant strain. z-score at 10 µM. hit rate 0.21% among 140,000;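 active means z-score above 3 at both the 24 hr and the 30 hr optical density reads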;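 further: z-score against mean and SD of all compound wells on the same plate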
INS promoter inh: TRM-6 insulin promoter activity inhibition; hit rate 0.9% among 130,000; inhibition, % at 2 µM; TRM-6 cells (human fetal islet line), insulin promoter-eGFP reporter, imaging; reporter expression induced with tamoxifen;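 active means inhibition above the mean plus 3 SD, with well images judged a real hit on visual review, cut at about 60% in these data, passing the limit was not always enough; inconclusive means inhibition over the cutoff but images rejected on review; inactive means inhibition not above the cutoff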
sdo1 growth Rescue 24 h: also measured in sdo1 growth; calls as there; z-score; S. cerevisiae sdo1-depleted JHY4D growth rescue, OD600; measured here: growth rescue at 24 h;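 0 is the plate mean of compound wells and units are plate SD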
* marks the source's active call; other numbers are inactive results; ? = inconclusive; · = no result given. These rows are one share of the data. The share of hits here may be higher or lower than overall.

SMILES	sdo1 growth	sdo1 growth Rescue 24 h	INS promoter inh
Cc1ccc(S(=O)(=O)N2CCN(C(=O)COC(=O)c3cc(C)oc3C)CC2)cc1	0.12	-0.01	·
CCc1cccc(Nc2cnn(C34C[C@@H]5C[C@@H](CC(CC(=O)O)(C5)C3)C4)c(=O)c2Cl)c1	·	·	25.0
COc1ccccc1NC(=O)N1CCN(c2cc(-c3ccccc3)nc3ncnn23)CC1	-0.89	-1.34	·
COc1ccc(NC(=O)Cc2coc3cc(C)c(C(C)C)cc23)cc1S(=O)(=O)N1CCOCC1	0.4	-0.15	·
O=C(NCc1ccccn1)c1cn(CCc2ccccc2)nn1	0.67	0.51	-15.0
CCCN1Cc2cccc(C(N)=O)c2C1=O	0.7	0.66	·
S=c1[nH]nc(-c2ccco2)n1/N=C/c1ccc(Cl)cc1Cl	-0.67	-0.3	7.7
Cc1nc(N)[nH]c(=O)c1CCC(=O)OCC(C)C	0.63	0.58	10.0
CC(=O)Nc1ccc2c(CSc3nnc(-c4cccnc4)n3-c3ccc(C)cc3C)cc(=O)oc2c1	0.52	0.34	-12.0
CCC(=O)N1c2ccccc2[C@@H](N(C(C)=O)c2ccccc2)C[C@H]1C	-0.94	-1.3	-26.7
C=CCn1c(=O)c(C(=O)NCCNCC)c(O)c2ccccc21	-0.65	-0.02	-50.0
CCC(C)[C@H](NC(=O)N1CCCC1)C(=O)O (stereo not given in full)	1.63	2.53	29.4
CC1=C(C(=O)OCc2ccc3c(c2)OCO3)C(c2ccccc2)NC(=O)N1 (stereo not given)	0.39	0.13	·
O=C(CCn1c(=O)c2sccc2n(Cc2cc(=O)n3ccccc3n2)c1=O)NCc1ccco1	-0.08	-0.72	·
Cn1cc([N+](=O)[O-])c(C(=O)N/N=C/c2ccccc2)n1	0.97	1.29	·

Results in sdo1 growth Rescue 24 h and sdo1 growth (two entries from above):
SMILES | sdo1 growth Rescue 24 h | sdo1 growth
CCC(C)[C@H](NC(=O)N1CCCC1)C(=O)O (stereo not given in full) | 2.53 | 1.63
CC1=C(C(=O)OCc2ccc3c(c2)OCO3)C(c2ccccc2)NC(=O)N1 (stereo not given) | 0.13 | 0.39

Next part.
SMILES	sdo1 growth	sdo1 growth Rescue 24 h	INS promoter inh
C=CCNC(=S)NCC1COc2ccccc2O1 (stereo not given)	-1.01	-1.01	-20.6
CN1C(=O)CSC1=NC12CC3CC(CC(C3)C1)C2	0.82	0.37	-5.6
NC(=O)C1CCN(c2nc(-c3ccccc3)nc3c2oc2ccccc23)CC1	-1.19	0.53	-13.9
Cn1c(SC/C=C/c2ccccc2)nnc1-c1cnccn1	0.21	0.37	42.9
Cc1cc(C)nc(SCCC(=O)Nc2ccc(F)cc2)n1	·	·	-50.0
Cc1nc(-c2cccc(-c3noc(C)n3)c2)no1	0.58	0.22	-5.6
CC(=O)NN1C(=O)/C(=C\c2ccc(Br)o2)SC1=S	-0.53	-0.49	-64.3
COc1ccccc1N1C(=O)C2CC=CC(C)C2C1=O (stereo not given)	1.86	2.36	38.5
CSC(=O)CC(=O)NC(=O)c1ccccc1	0.11	-0.5	-50.0
O=C(CNC(=O)c1cccc(OC(F)F)c1)OCc1cc(=O)n2cc(Br)ccc2n1	0.42	0.3	·
CCOc1cc(N2CCOCC2)c(OCC)cc1NC(=O)C1=NN(c2cccc(C)c2)C(=O)CC1	·	·	0.0
COC(=O)[C@H](CCSC)NC(=O)NCc1cccs1	0	-0.69	-14.3
O=C(COC(=O)C1(c2ccc(F)cc2)CCCC1)N1CCOCC1	-0.39	0.39	·
Nc1ccc[n+](Cc2ccccn2)c1	0.22	-0.34	-65.6
CCCCCn1c(CN2CCN(C(=O)OCC)CC2)nc2c1c(=O)n(C)c(=O)n2C	·	·	10.0
O=C(CN(c1ccccc1)S(=O)(=O)c1ccccc1)NCCSCc1ccco1	-0.54	-1.55	-45.8
Cn1nc(C(=O)OCCN2C(=O)c3ccccc3C2=O)c2ccccc2c1=O	-0.6	-1.55	-3.2
CCOc1ccccc1N(C)C(=O)c1nn(-c2ccc(OC)cc2OC)c(=O)c2ccccc12	·	·	-71.4
Cc1ccc(N=Nc2c(N)nn3c(C)cc(C)nc23)cc1	0.04	0.13	81.8*
COc1cccc(-c2nnc(Nc3nc4c(F)cccc4s3)o2)c1	0.79	0.32	56.2
COC(=O)c1sc(S(=O)(=O)N2CCN(c3ccc(OC)cc3)CC2)c(C(=O)OC)c1C	-0.76	-0.92	-6.2
COc1ccc(CNC(=O)C(c2ccco2)N(C(=O)Cc2cccs2)c2cccnc2)cc1 (stereo not given)	·	·	-27.8
CCc1cccc(CC)c1NC(=O)CSc1nc2ccc(N3C(=O)C4C5C=CC(C5)C4C3=O)cc2s1 (stereo not given)	0.93	1.17	-32.4
O=C(N/C(=C\c1cccc([N+](=O)[O-])c1)C(=O)N1CCOCC1)c1ccc([N+](=O)[O-])cc1	·	·	5.3
CCOC(=O)N1CCN(Cc2nc3c(c(=O)n(C)c(=O)n3C)n2CCCc2ccccc2)CC1	-0.2	-0.21	·
COCCN(C(=O)Nc1ccc(OC)cc1OC)C1CCN(C(C)C)CC1	0.93	0.63	6.2
COc1ccccc1-c1nnc2sc(COc3ccc(Cl)cc3Cl)nn12	-2.02	-0.9	18.2
O=C(Cn1ccc([N+](=O)[O-])n1)N1CCc2ccccc21	·	·	-10.5
O=C(NCC1CCS(=O)(=O)C1)NCC1CCS(=O)(=O)C1 (stereo not given)	0.82	0.61	-26.7
CC1(C)CC(=O)C2=C(C1)Nc1ncnn1C2c1ccccn1 (stereo not given)	2.97	1.52	·
COCCNc1c2c(c(C#N)c3nc4ccccc4n13)CCCC2	·	·	35.7
COc1cc(C(=O)Nc2ccc(NC(=O)C3CC3)nc2)cc(OC)c1OC	1.33	2.26	·
COC(=O)[C@@H]1C[C@]2(OC(=O)c3ccccc3)C=CC(=O)C[C@@H]2N1C(=O)OCc1ccccc1	-0.65	-0.64	19.1
Cc1cc(NC(=O)c2cc(-c3ccco3)on2)n(-c2ccccc2)n1	0.13	0.1	-61.1
CCCCn1c(N)c(-c2nc3ccccc3o2)c2c([N+](=O)[O-])nn(C)c(=O)c21	0.13	0.28	-12.9
Cc1nn(-c2ccccc2)c(C)c1/C=N/NC(=O)CSc1nnc(-c2ccccc2)n1-c1ccc(Cl)cc1	0.2	0.35	25.8
Cc1ccc(C(C(=O)NCc2ccco2)N(CCc2ccccc2)C(=O)Cn2nnc3ccccc32)o1 (stereo not given)	0.2	0.36	-7.7
Cc1cc(C)c(OCC(=O)NCC2CCCO2)c(C)c1 (stereo not given)	·	·	12.5
CCn1c(SCCOc2ccc(Cl)cc2)nnc1-c1cccs1	-2.56	-1.81	·
CCCCNC(=O)c1ccccc1NC(=O)c1ccccc1N(C)S(C)(=O)=O	0.56	0.22	4.0
CC(C)C(=O)Nc1ccc([N+](=O)[O-])c(C(F)(F)F)c1	·	·	86.7*
CCC1CCC(C(=O)NC(C(=O)NCCCN2CCCCC2C)C(C)C)CC1 (stereo not given)	·	·	13.3
Cc1cccc(N2CCN(C(c3cccs3)c3nnnn3C(C)(C)C)CC2)c1C (stereo not given)	-0.96	-0.63	·
O=C(/C=C/c1ccccc1)N/C(=C/c1ccccc1)C(=O)Nc1cccc(C(=O)O)c1	·	·	-7.1
O=C(Nc1ccc(Oc2ccccc2)cc1)C1CCN(c2c3c(nc4ncnn24)CCC3)CC1	-0.56	-0.03	-17.1

Complete entries as entered above:
`CC(=O)NN1C(=O)/C(=C\c2ccc(Br)o2)SC1=S` is listed as sdo1 growth: -0.53; sdo1 growth Rescue 24 h: -0.49; INS promoter inh: -64.3
`S=c1[nH]nc(-c2ccco2)n1/N=C/c1ccc(Cl)cc1Cl` is listed as sdo1 growth: -0.67; sdo1 growth Rescue 24 h: -0.3; INS promoter inh: 7.7

The list goes on:
SMILES	sdo1 growth	sdo1 growth Rescue 24 h	INS promoter inh
Cc1ccc2cc(C=O)c(N(C)C)nc2c1	1.25	0.36	8.8
CCCCOc1ccc(CSc2n[nH]c(C)n2)cc1	-0.61	-0.38	14.8
CC(C)C(=O)OCc1cn(-c2ccc(Cl)c(Cl)c2)nn1	·	·	33.3
CC(C)(C)NC(=O)C1Cc2ccccc2CN1C(=O)Nc1ccccc1Cl (stereo not given)	-0.9	-0.27	-42.9
COc1ccccc1NC(=O)c1ccc(SCC(=O)NCc2ccccc2Cl)c([N+](=O)[O-])c1	-0.28	0.23	-16.7
Cc1cc(=O)oc(C)c1C(=O)Nc1ccc2ncccc2c1	1.6	1.19	50.0
COc1ccc(C(=O)OCC(=O)Nc2ccc(OC(F)F)cc2)c(OC)c1	1.67	1.74	2.7
Cc1ccc(-c2csc(=S)n2CC(=O)OCC(=O)NC(C)C(C)C)cc1 (stereo not given)	-0.53	-0.99	13.9
O=C(CN(c1cccc(C(F)(F)F)c1)S(=O)(=O)c1ccccc1)N1CCOCC1	0.23	-0.08	·
O=C(Cn1nnc(-c2ccccc2Cl)n1)N1CCN(S(=O)(=O)c2ccc(Cl)cc2)CC1	-0.38	0.24	-71.4
O=C(NC(=O)c1ccccc1)NC(=O)c1ccccc1	0.27	0.79	23.3
c1ccc(CCNc2ccc3nncn3n2)cc1	-0.15	-0.14	?
Cc1ccc(NC(=O)Cn2nc(C)c3ccccc3c2=O)cc1	-0.27	-0.69	42.9
CC(=O)Nc1ccc2c(c1)n(C)c(=O)n2C	0.97	1.45	-18.8
Cc1cccc(C(=O)OC(C)CN2CCOCC2)c1 (stereo not given)	·	·	-57.1
CCCCC(=O)Nc1ccc2oc(-c3cccnc3)nc2c1	0.07	-0.2	·
Cc1ccc(-c2c[n+](Cc3ccc(Cl)c(Cl)c3)c3n2CCC3)cc1	0.53	-0.2	·
CCOC(=O)C1=C(C)N(CC(C)C)C(=O)/C1=C\c1ccc(OCC(=O)Nc2ccccc2)cc1	-0.26	-1.22	·
CCOc1ccc(NC(=O)CN2CCN(CC(=O)Nc3cc(OC)cc(OC)c3)CC2)cc1	0.14	-0.44	25.0
Cc1ccccc1Cn1ccc(NC(=O)c2cnn3c(C(F)(F)F)cc(-c4ccco4)nc23)n1	-1.15	-0.45	37.0
Cn1cc(-c2ccccc2C(N)=O)c(=O)c2cc(Cl)ccc21	·	·	-66.7
CC(=O)NC1=NN(C(C)=O)C2(CCCCC2)S1	0.87	0.27	-4.8
Brc1ccccc1-c1nnc(-c2cccnc2)o1	-0.38	-0.75	7.9
CC(=O)N(CCCc1ccc(C(C)(C)C)cc1)CCCN(C)C	0.96	0.37	·
CCOc1ccc2c(c1)C(C)=CC(C)(C)N2S(=O)(=O)c1ccc(C)cc1	·	·	-118.8
O=C(CSc1c2c(nc3cc(Cl)ccc13)CCCC2)NCCN1CCOCC1	·	·	35.7
CCOc1ccc(/C=N/NC(=O)c2ccccc2NC(=O)c2ccc(OC)cc2)cc1	-0.04	-0.29	25.0
CCOc1ccccc1Oc1c(C)oc2cc(OC(=O)c3ccco3)ccc2c1=O	-0.64	0.02	-16.7
O=S(=O)(NCCc1cn2ccccc2n1)c1ccc(F)c(C(F)(F)F)c1	0.21	-0.21	·
CC(C)CCNC(=O)c1cccc(S(=O)(=O)N2CCc3ccccc32)c1	0.03	0.59	26.1
COc1ccc(S(=O)NC2CCCCC2)c(OC)c1C (stereo not given)	0.34	0.08	-8.1
CON(C)c1nc(NCC(C)C)nc(OCC#N)n1	0.26	0.34	·
CCn1cc(C2=NOC(C(=O)O)C2)c(C)n1 (stereo not given)	0.45	0.18	9.4
COCCOc1ccc(C(F)(F)F)cc1NC(=O)c1ccc(F)cc1	-0.74	-1.13	13.3
CCN(c1ccccc1)S(=O)(=O)c1ccc(OC)c(NC(=O)c2cccs2)c1	·	·	0.0
Cc1noc(COc2ccccc2OCC(O)CNC(C)(C)C)n1 (stereo not given)	0.42	-0.34	-46.7
O=c1c(Cc2ccc(Cl)cc2)c(O)ccn1Cc1ccccc1	0	0.74	16.7
c1ccc2c(c1)CCCC2NC1=NCCC1 (stereo not given)	-0.84	-1.05	-17.9
c1ccc(COn2c(-c3ccccc3)nc3c2CCc2nonc2-3)cc1	-1.04	-1.05	46.1
CC12CN3CC(C)(CN(C1)C3c1ccc(Br)cc1)C2 (stereo not given)	0.24	-0.09	36.1
O=C(NC1CCN(Cc2nnnn2CCc2ccccc2)CC1)c1ccccc1F	0.05	-0.51	33.3
CC(=O)Oc1ccc(N2C(=O)C3C4C=CC(O4)C3C2=O)cc1 (stereo not given)	0.91	0.81	-10.7
CCCc1cc(=O)oc2cc3oc(C)c(C)c3cc12	-1.31	-0.34	·
CC1CCCN(c2ccc(C(=O)Nc3nnc(C4CC4)s3)cc2[N+](=O)[O-])C1 (stereo not given)	-0.82	0.07	15.4
CC(NC(=O)C(C(=O)c1cccc([N+](=O)[O-])c1)n1cc(Cl)ccc1=O)c1ccccc1 (stereo not given)	0.62	0.48	-118.9
CN(CC(O)CN)CC(O)CN1CCCCC1 (stereo not given)	-0.17	-0.88	20.0

A run of entries from the list above, for reference:
SMILES	sdo1 growth	sdo1 growth Rescue 24 h	INS promoter inh
CC12CN3CC(C)(CN(C1)C3c1ccc(Br)cc1)C2 (stereo not given)	0.24	-0.09	36.1
O=C(NC1CCN(Cc2nnnn2CCc2ccccc2)CC1)c1ccccc1F	0.05	-0.51	33.3
CC(=O)Oc1ccc(N2C(=O)C3C4C=CC(O4)C3C2=O)cc1 (stereo not given)	0.91	0.81	-10.7
CCCc1cc(=O)oc2cc3oc(C)c(C)c3cc12	-1.31	-0.34	·
CC1CCCN(c2ccc(C(=O)Nc3nnc(C4CC4)s3)cc2[N+](=O)[O-])C1 (stereo not given)	-0.82	0.07	15.4
CC(NC(=O)C(C(=O)c1cccc([N+](=O)[O-])c1)n1cc(Cl)ccc1=O)c1ccccc1 (stereo not given)	0.62	0.48	-118.9
CN(CC(O)CN)CC(O)CN1CCCCC1 (stereo not given)	-0.17	-0.88	20.0
